Vif imaging = inhibitors of HIV Vif | HEK293T cells, Vif self-association by quenched fluorescence, imaging, 24 h | inhibition, % at 7.49 µM | 0.35% of 340,000 active; in the data active means inhibition above about 50%, passing the limit was not always enough; further: some results filed as inactive read as strong as hits
HIF-2a inh = blocks HIF-2a reporter activity. 786-0 RCC cells HIF-2a reporter, luciferase luminescence, overnight. inhibition, % at 18.8 µM. 0.72% of 360,000 active;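 active means inhibition of the luminescence signal of 40% or more relative to plate controls, in a single-dose primary screen at 18.75 µM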
Peg3 prom inh = Peg3 promoter activity inhibition | HeLa PEG-Prom luciferase reporter, luminescence, overnight | inhibition, % at 20 µM | 1.7% of 360,000 active;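 active means inhibition of at least 50% at 20 µM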
Granule exo inh = lytic granule exocytosis inhibition | TALL-104 LAMP-1 surface exposure, flow cytometry; cells stimulated with thapsigargin and PMA | inhibition, % at 10 µM | 0.66% of 360,000 active | AID 651702;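 active means inhibition above about 55%, limit read from the data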
NR2E3 ag-1 = activates human NR2E3 receptor; Q9Y5X4; CHO-S Gal4-NCOR/VP16-NR2E3 two-hybrid, luciferase; inhibition of corepressor binding, % at 3.98 µM; 0.35% of 360,000 active; AID 602229;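 active means inhibition above the mean of all tested compounds plus 3 SD, cut at about 70% in these data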;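 further: 0% = DMSO with NR2E3 transfected cells and 100% = cells lacking NR2E3 construct; higher means lower luciferase signal from less NR2E3 corepressor binding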
Target sequence (Q9Y5X4 whole entry, looked up, the tested form may be a part): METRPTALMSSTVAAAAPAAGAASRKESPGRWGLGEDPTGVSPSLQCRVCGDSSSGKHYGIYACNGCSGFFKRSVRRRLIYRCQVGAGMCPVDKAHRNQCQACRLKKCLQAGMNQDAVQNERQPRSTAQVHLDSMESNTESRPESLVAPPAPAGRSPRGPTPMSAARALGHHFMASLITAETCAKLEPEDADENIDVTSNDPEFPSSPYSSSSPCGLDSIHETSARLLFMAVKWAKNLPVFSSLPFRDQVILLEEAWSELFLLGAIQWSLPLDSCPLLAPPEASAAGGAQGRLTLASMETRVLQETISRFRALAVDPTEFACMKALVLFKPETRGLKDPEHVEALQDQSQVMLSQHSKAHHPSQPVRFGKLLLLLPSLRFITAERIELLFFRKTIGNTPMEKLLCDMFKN
PDI inh = inhibitors of human protein disulfide isomerase. P07237. PDI insulin aggregation turbidity, A650, 90 min. inhibition, % at 10 µM. 0.052% of 350,000 active. AID 588391;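 active means mean inhibition across replicates of 30% or more, whatever share of single replicates reach that level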;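 further: absorbance from insulin aggregation driven by PDI reduction with DTT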
Target sequence (P07237 whole entry, looked up): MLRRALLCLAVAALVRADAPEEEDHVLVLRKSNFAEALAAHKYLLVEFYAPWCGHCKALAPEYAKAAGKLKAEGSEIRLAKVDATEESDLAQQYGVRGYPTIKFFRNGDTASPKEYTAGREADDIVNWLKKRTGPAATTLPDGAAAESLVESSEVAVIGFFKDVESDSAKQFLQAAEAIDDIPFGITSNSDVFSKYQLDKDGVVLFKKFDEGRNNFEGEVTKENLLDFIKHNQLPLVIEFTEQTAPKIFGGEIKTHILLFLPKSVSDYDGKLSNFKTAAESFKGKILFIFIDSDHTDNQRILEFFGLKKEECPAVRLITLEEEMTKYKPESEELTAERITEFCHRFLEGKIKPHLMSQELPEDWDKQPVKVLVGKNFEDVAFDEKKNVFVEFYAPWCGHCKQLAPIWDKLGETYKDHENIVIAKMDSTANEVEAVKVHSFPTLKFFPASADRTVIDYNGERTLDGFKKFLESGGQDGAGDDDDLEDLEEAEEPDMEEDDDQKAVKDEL
aDG glyco up = alpha-DG glycosylation activation. Pro5-aDG cells, alpha-DG glycosylation AlphaScreen (IIH6); 0% Pro5, 100% B10-LARGE cell signal. activation, % at 10 µM. 0.22% of 360,000 active;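 active means activation of at least 8% versus controls, or a plate z-score of at least 8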;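 further: Pro5 are CHO cells carrying HIG-tagged alpha-DG that lacks glycosylation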
iPSC survival up = enhancers of human iPSC single-cell survival. survival enhancement, % at 20 µM. 0.044% of 360,000 active. hiPSC single-cell survival, ATPlite luminescence; 100% = ROCK inhibitor wells, 0% = DMSO; in the data active means survival enhancement above about 18%;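 further: cells exposed to compounds for 16 hours before the ATP read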
TRPM1 prom inh = MITF TRPM1 promoter inhibition in SK-MEL-5 cells; SK-MEL-5 TRPM1 promoter luciferase, 24 h; inhibition, % at 12.5 µM; 0.83% of 330,000 active; AID 488899;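 active means mean inhibition across replicates of 60% or more, whatever share of single replicates reaches that level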; further: values of inactives mirror those of a sister screen read the other way
CaV13 FRET inh = Disruptors of the CACNA1D IQ motif to Ca2+-dependent inactivation inhibitor domain association, primary screening, Förster resonance energy transfer in intact living …; HEK cells, CFP/YFP FRET ICDI-IQ, plate reader, 10 min; percent FRET-ratio fall versus neutral wells; inhibition, % at 12.3 µM; 0.098% of 340,000 active; AID 743397;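 active means mean replicate inhibition of at least 30% and at least 1% of replicates passing that level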;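 further: 0% = median of the neutral control wells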
NR2E3 ag-2 = activates human photoreceptor nuclear receptor NR2E3. AID 2300. GST-NR2E3/biotin-RetCOR TR-FRET, 1536-well. 0.12% of 320,000 active. inhibition of corepressor binding, % at 4.78 µM. Q9Y5X4;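 active means percent inhibition above the cutoff of mean plus 3 SD of all tested compounds, set per screening campaign, cut at about 20% in these data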;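 further: 0% = DMSO wells and 100% = biotin wells as full block of FRET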
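Test system: GST-NR2E3 and biotin-RetCOR proteins | Quantity: 1.35 nM GST-tagged NR2E3 final | Medium: Tris pH 7.5 | Also added: 7 nM biotin-RetCOR | Dosing: Compound at 4.8 µM, single dose | Timing: 5 h at 4 °C | Detection: Time-resolved FRET | Read-out basis: Percent inhibition | Benchmarks: Biotin wells as high control, 0.6% DMSO wells as low control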
Starred values were filed as active, the others as inactive; . = not tested or not shown.

SMILES	Vif imaging	HIF-2a inh	Peg3 prom inh	Granule exo inh	NR2E3 ag-1	PDI inh	aDG glyco up	iPSC survival up	TRPM1 prom inh	CaV13 FRET inh	NR2E3 ag-2
Cc1cccc(N(C(=O)c2snc(C(N)=O)c2N)C(C(=O)NCc2ccccc2)c2ccncc2)c1 (stereo unspecified)	6	-94	-28	-3	-21	1	-0.1	0.3	-26	-4	0
CCOc1ccc(CCNC(=O)CN(C)S(=O)(=O)c2cccc3nsnc23)cc1OCC	-5	3	14	-2	10	-2	-0.1	5.8	2	.	0
COc1ccc2c(CC(=O)N3CCN(S(=O)(=O)c4ccc(F)cc4)CC3)coc2c1	11	11	9	3	16	5	0.0	-0.4	11	-15	3
Cc1ccc(CNC(=O)C2CCN(S(=O)(=O)c3ccc4nc5c(c(C(=O)O)c4c3)CC(C)CC5)CC2)cc1 (stereo unspecified)	15	-3	-11	-5	-16	-4	0.2	-0.2	5	-3	0
NS(=O)(=O)c1cccc(NC(=S)NCc2ccccc2)c1	2	10	-1	0	-28	-3	0.2	0.1	7	-3	3
COc1ccc(NC(=O)CSc2ccc(-c3ccco3)nn2)cc1OC	5	-21	7	4	-27	-5	-0.1	-0.3	-3	-10	6
C#CCOc1ccc(/C=C2/C(=O)N(c3ccc(S(N)(=O)=O)cc3)N=C2C)cc1OC	.	22	18	-7	-16	3	-0.3	0.6	.	-8	.
Cc1nc2c(cc1N)nc(C)n2Cc1ccccc1	-1	20	12	6	-16	0	0.0	-0.7	4	-20	4
CCC1CCCCN1S(=O)(=O)c1ccc2c(c1)CCN2C(=O)C1CCC1 (stereo unspecified)	.	27	23	0	-16	0	1.9	0.0	8	-1	2
O=C(O)c1cccc(S(=O)(=O)N2CCN(S(=O)(=O)c3ccc4ccccc4c3)CC2)c1	9	10	-2	6	-7	-2	-0.2	0.5	15	-6	.
Cc1cccc(OCC(O)Cn2c(=N)n(Cc3ccccc3)c3ccccc32)c1 (stereo unspecified)	-8	16	2	48	-19	-3	0.9	0.6	9	-5	-2
CC(CCc1ccccc1)NC(=O)CNC(=O)c1ccccc1Br (stereo unspecified)	-5	19	14	-1	-13	2	0.0	-0.4	-3	.	0
COc1ccc(-n2nnnc2C2c3ccccc3C(=O)N2C2CCN(Cc3ccccc3)CC2)cc1 (stereo unspecified)	.	-7	.	-2	3	.	-0.1	-0.4	.	-7	.
COc1cccc(NC(=O)c2ccc(NC(C)=O)cc2)c1	17	-71	-34	-7	-48	3	0.1	-2.7	-12	-5	-1
O=C(c1ccco1)N1CCCC(c2nc3c(nnn3Cc3ccc(F)cc3)c(=O)[nH]2)C1 (stereo unspecified)	-15	8	10	-6	-5	-5	0.1	1.8	7	-7	-2
CCOc1ccc(CN(C(=O)/C=C/c2ccco2)C2CCS(=O)(=O)C2)cc1 (stereo unspecified)	3	4	-8	-1	-4	8	0.1	-0.6	-10	-7	1
CC#CCOCC1CNC(=O)O1 (stereo unspecified)	-7	2	2	-2	-43	2	-0.2	1.3	.	-3	.
COc1ccc(C2OC(=O)CC2C(=O)NCc2ccc(F)cc2)cc1OC (stereo unspecified)	7	-2	-3	-1	-9	7	0.7	-0.3	-6	-2	2
OCc1c(OCc2cccc(F)c2)ccc2ccccc12	2	-221	-140	-1	-85	15	0.1	-0.6	-40	-7	4
N/C(=N\OC(=O)COc1ccccc1Cl)c1ccccn1	5	-174	-234	18	-136	-4	-0.3	-2.2	-16	-20	-2
COc1cc(C(=O)OCCn2c(=O)c3c(ncn3CCN(C)C)n(C)c2=O)cc(OC)c1OC	-2	11	10	0	-5	2	0.0	1.0	-3	-5	2
CCCNC(=O)C(Cc1ccccc1)NC(=O)c1ccc(C(C)(C)C)cc1 (stereo unspecified)	1	5	-8	-9	0	-5	-0.1	1.0	1	-9	-2
Cc1ccc(NC(=O)C2c3ccccc3Oc3ccccc32)c(C)c1	2	5	4	1	7	3	0.4	4.6	-3	-5	2
Cc1ccc(-n2[nH]c(C)c(C=Nc3cc(C)ccn3)c2=O)cc1	-3	-3	-18	-2	-17	-7	-0.5	-0.7	1	-5	2
O=C(Nc1nc2ccccc2s1)c1cccc(N2C(=O)CCC2=O)c1	1	-142	-108	-6	-121	6	-0.4	-0.4	-23	.	1
Cn1c(O)c(N=NC(=O)C2COc3ccccc3O2)c2ccccc21 (stereo unspecified)	4	-21	-17	-3	-20	-2	-0.1	-0.3	15	-3	-4
C#CCOCCOCCOCCNc1nc(N2CCN(C(=O)Cn3cc(CCCN=C(N)N)nn3)CC2)nc(N2CCN(C(=O)[C@H](CCCCN)n3cc(CCC(=O)O)nn3)CC2)n1	-2	-2	-11	-7	-21	-4	0.4	4.6	3	-11	4
CN(C)C(=O)N1CCN(C(=O)c2ccco2)CC1	-4	2	14	-4	-8	.	-0.1	-0.8	4	-2	2
Cc1noc(C)c1CSCC(=O)OCC(=O)Nc1sccc1C#N	11	11	1	1	-7	3	-0.1	-1.5	23	-4	3
Cc1nnc(CN(C)C(=O)c2cc(COc3ccc(F)cc3Cl)on2)o1	21	-180	-181	-4	-58	-8	0.2	-0.1	-43	.	5
Cc1cc(NC(=O)CCC(=O)N(CC(=O)NCC2CCCO2)c2ccc(C(C)C)cc2)no1 (stereo unspecified)	0	1	-8	-2	-4	-3	-0.1	-0.6	4	-4	3
CC1(OC(=O)C2CCCC2)C(=O)C=C2C=C(c3ccsc3)N(c3ccccc3)C=C2C1=O (stereo unspecified)	-2	8	-9	2	-13	-1	0.0	2.4	-1	-5	0
O=C(CS(=O)(=O)c1ccccc1)c1ccc2c(c1)OCCO2	-1	-252	-208	-1	-88	2	-0.7	-4.7	-48	.	2
CCc1noc(C)c1C(=O)NCCN1C(=O)S/C(=C\c2ccc(OC)cc2)C1=O	-14	-126	-168	2	-3	5	1.2	-0.1	-33	-4	0
Cc1cccc(NS(=O)(=O)c2nnc(NC(=O)c3ccccc3F)s2)c1	-5	0	10	-2	4	.	0.1	-1.6	.	-3	2
CCn1cc(C(=O)NCC(=O)OC)c2cc(OC)c(OC)cc2c1=O	-18	15	3	-1	0	-4	-0.2	-1.1	2	-5	-4
Cc1cccc(CCNS(=O)(=O)c2ccc3c(c2)NC(=O)CO3)c1	-4	13	6	-1	-10	7	-0.2	-0.3	-5	3	0
CCn1cc(CNCc2c(C(=O)N3CCCCC3)nc3c(C)cccn23)cn1	-10	17	9	-1	-1	-1	-0.2	-0.8	-6	2	2
CCCCC1CC1C(=O)Nc1ncc2c(n1)CC(C)(C)CC2=O (stereo unspecified)	.	2	-7	-1	-4	-11	-0.2	4.5	-2	-7	-2
Cc1ccccc1OCC(O)Cn1c(SC(C)C)nc2c1c(=O)[nH]c(=O)n2C (stereo unspecified)	5	22	20	0	-32	-3	0.0	0.5	-6	-3	1
CN(C)[C@@H]1CCC[C@@H]1OC(=O)C(c1ccccc1)c1ccccc1	-1	0	12	8	16	-5	0.2	-1.6	-7	.	-2
O=C(Cc1cccs1)Nc1ccccc1F	0	-34	-19	-6	-14	-2	1.2	-0.3	7	-23	1
CN(C)CCN(Cc1ccccc1)C(c1ccnc2ccccc12)c1nnnn1-c1ccc2c(c1)OCCO2 (stereo unspecified)	.	-2	.	7	-31	.	0.0	-0.2	.	-10	.
COCCOC(=O)c1c(C)oc2ccc(O)c(CN3CCC(C)CC3)c12	2	-9	3	-5	-15	-8	-0.1	-0.4	4	-3	1
O=c1cc(CN2CCCCC2)nc(C2CC2)[nH]1	-2	8	-8	-3	-19	12	0.2	-1.2	0	-4	14
Cc1nc(C)c(-c2ccc(SCc3ccccc3F)nn2)s1	-4	-262	-343	6	-81	7	0.2	-0.2	-72	-4	-3
COc1ccc(NC(=O)C2(C)Cc3c(-c4cccc(C(F)(F)F)c4)ccnc3O2)cn1 (stereo unspecified)	9	31	14	5	-17	-1	0.0	-2.0	.	-10	.
O=C1c2cccnc2C(=O)N1c1cccc(-c2nc3ccccc3o2)c1	4	10	8	-1	-48	0	0.3	-0.1	-1	-2	3
COc1ccc(CCNC(=O)[C@H](CC(C)C)NC(=O)N2CCn3c2nc2ccccc23)cc1OC	-3	11	-4	-14	6	1	0.5	-0.7	2	-12	4
O=C(CCNC(=O)c1ccc(Br)cc1)NCc1ccccc1F	2	-10	2	-3	-9	-3	0.0	-0.4	-2	-5	1

The results go on.
SMILES	Vif imaging	HIF-2a inh	Peg3 prom inh	Granule exo inh	NR2E3 ag-1	PDI inh	aDG glyco up	iPSC survival up	TRPM1 prom inh	CaV13 FRET inh	NR2E3 ag-2
CCOC(=O)c1nc(C(=O)NCc2ccc(C)cc2)nc2ccccc12	-2	-6	-2	-6	8	-2	0.0	1.9	.	-4	.
CCN(Cc1ccc(OC)c(F)c1)C(=O)c1oc2ccccc2c1COC	-10	10	16	16	-10	-2	0.1	0.2	9	-3	7
Fc1ccc(C2NCCn3cccc32)cc1 (stereo unspecified)	13	10	12	-3	-19	0	-0.3	0.4	-16	.	-1
CC(C)(C)C(=O)Nc1nc(=S)ss1	0	-15	10	0	-22	-2	0.3	-0.9	3	0	-3
CCN(CC)C(=O)CSc1nc(C)cc(C)n1	-5	10	8	-6	4	-1	0.1	0.5	0	-4	5
Cc1noc(C)c1S(=O)(=O)N1CCC(C(=O)NC2CCCc3ccccc32)CC1 (stereo unspecified)	-14	17	18	4	11	-3	-0.1	1.7	-1	.	0
COc1cccc(OC(=O)c2cc3ccccc3oc2=O)c1	8	8	3	0	8	-3	-0.1	3.1	2	-7	6
CC(/C=N/n1c(C2CCCCC2)n[nH]c1=S)=C\c1ccccc1	-7	6	28	4	-3	13	-0.1	-3.6	-15	-6	0
COc1ccc(C(=O)NCc2ccccc2CN2CCCC2)cc1S(=O)(=O)N1CCOCC1	.	8	-1	8	5	6	-0.3	-0.3	-8	-5	.
CCCS(=O)(=O)N1CCN(C(=O)c2cccnc2)CC1	.	6	9	-5	-8	8	-0.1	5.0	8	-4	1
N#Cc1c(-c2ccccc2)nc(SCc2nc(N)nc(N3CCCCC3)n2)[nH]c1=O	3	20	-1	-2	12	-2	0.2	7.9	20	0	4
CCOc1cc(-c2cc(-c3ccc(OC)cc3)nc(N)c2C#N)ccc1O	-15	20	27	0	-10	-4	0.3	3.4	-5	-5	0

Only Vif imaging, iPSC survival up and CaV13 FRET inh (2 entries from above):
| Structure | Vif imaging | iPSC survival up | CaV13 FRET inh |
| --- | --- | --- | --- |
| CCOC(=O)c1nc(C(=O)NCc2ccc(C)cc2)nc2ccccc12 | -2 | 1.9 | -4 |
| CCN(Cc1ccc(OC)c(F)c1)C(=O)c1oc2ccccc2c1COC | -10 | 0.2 | -3 |

Screening results deposited in PubChem BioAssay by several laboratories.
